High-throughput results deposited in PubChem by National Center for Advancing Translational Sciences (NCATS).
a7 integrin act – integrin-mediated muscular dystrophy alleviation activation. 350,000 compounds, 0.064% hits. Potency, µM (series often up to 38.3 µM), without a hit: top-dose activation, actives largely listed as activators. alpha7betagal myoblasts, beta-gal FDG fluorescence, 48 h;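 note: potency is the fitted concentration of half-maximal effect; 100% = response of the positive control SU9516; nearly all actives have a fitted effect of over 60% in size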
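alpha7betagal+/- myoblasts (passage 13, 250/well) treated 48 h at 37C with compounds at 1:260 dilution of DMSO stock. Lysed, then beta-galactosidase activity read as FDG fluorescence (ex 480/em 540) after 30 min, with pre-read for autofluorescence.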
TSG101-PTAP inh – blocks PTAP/TSG101 interaction to inhibit HIV-1 budding; Q99816; Fluorescence polarization, FITC-PTAP peptide / Tsg101 binding; Potency, µM (top dose mostly 115 µM), inactives show at the top dose activity change, negative = inhibition, actives largely listed as inhibitors; 340,000 tested, under 10 active; active = well fitted inhibition curve with a large enough effect in the main read-out, with a control signal flat, not every such curve was filed as active; inconclusive = small, poorly fitted or top-dose-only effect, or effect the other way, or a change in a side signal; inactive = no such curve, though single readings can be large or run the other way; note: potency is the fitted concentration of half-maximal effect; % of control where 0% means no effect
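Tsg101 binding domain (10 uM final) was mixed with compound and a FITC-labeled PTAP peptide (50 nM final) in HEPES pH 7.5 buffer with NaCl, Tween 20, EDTA and TCEP; fluorescence polarization was read after 20 min at r.t.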
BCR signal inh – blocks chronic active B-cell receptor signaling. ABC-DLBCL IkBa-CBG/CBR reporter, luminescence ratio, 4 h. Potency, µM (series often up to 46.1 µM), inactives show at the highest dose ratio change, negative = lower green/red ratio, hits mostly inhibitors. 340,000 compounds, 0.05% hits; active = well fitted inhibition curve with a large enough effect in the signal ratio, with a control signal flat, not every such curve was filed as active; inconclusive = small, poorly fitted or top-dose-only effect, or effect the other way, or a change in a side signal; the % refers to the signal ratio;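 note: potency is the fitted concentration of half-maximal effect; plate controls were basal doxycycline-induced cells for no effect and cells given 10 µM MG132 for full effect; MG132 reads +100%, hits lower the ratio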
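Compounds up to 46 uM were incubated four hours with TMD8 cells whose green CBG68 luciferase is fused to IkappaBalpha; red CBR luminescence normalised the signal, and concentration-effect curves were fitted to fusion, red and ratio data.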
ELG1 repair inh – ELG1-dependent DNA repair inhibition; 330,000 compounds, 2.3% hits; HEK293T ELG1-luciferase reporter, luminescence, 16 h; DNA damage induced by 5-fluorouridine; Potency, µM (top dose mostly 46.1 µM), for the others: at the top dose activity change, negative = inhibition, usual class: inhibitors; AID 504467; note: potency is the fitted concentration of half-maximal effect; % is set by controls: 0 for no effect and ±100 for the full control effect; nearly all actives have a fitted effect of over 55% in size
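Luminescence from the luciferase reporter, measured 30 min after ONE-Glo reagent at room temperature, was the read-out. Beforehand, 2,000 cells per well were exposed for 16 hr at 37 °C to 5-fluorouridine together with compound or vehicle.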
A-T KAP1 phos – potential ataxia-telangiectasia treatments restoring KAP-1 phosphorylation; 320,000 compounds, 0.19% hits; […] A-T fibroblasts, KAP-1 phosphorylation AlphaLISA; neocarzinostatin DNA damage 30 min before lysis; Potency, µM (top dose mostly 57.5 µM), inactives show at the top dose activation, usual class: activators; note: potency is the fitted concentration of half-maximal effect; % of control where 0% means no effect; nearly all actives have a fitted effect of over 45% in size
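hTERT-immortalized A-T patient fibroblasts ([…]), 500 cells/well in OPTI-MEM, 1% FBS, got compounds for 60 min, then NCS for 30 min at 37C. Lysates were then assayed for phospho-KAP-1 by AlphaLISA (anti-pKAP1 donor, anti-KAP1 acceptor beads), 6 hr at 25C.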
Mito fusion act – blocks mitochondrial division or promotes mitochondrial fusion; 320,000 compounds, 0.23% hits; S. cerevisiae fusion-defective mutant growth rescue, CellTiterGlo 48 h; Potency, µM (doses to about 46.1 µM), for inactives: top-dose growth rescue (activation), most hits filed as activators;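 note: potency is the fitted concentration of half-maximal effect; % of control where 0% means no effect; nearly all actives have a fitted effect of over 45% in size; temperature-sensitive fusion mutants such as fzo1-1 at 37 °C on non-fermentable ethanol glycerol medium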
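Temperature-sensitive fusion-defective S. cerevisiae (e.g. fzo1-1, mgm1-5) were grown with compound in YPEG medium (3% ethanol, 3% glycerol) for 48 hours at 37C. Growth rescue was measured as viability by CellTiterGlo luminescence after 10 minutes at ambient.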
Eya2 inh – blocks the phosphatase activity of human Eya2. AID 488837. Potency, µM (titrated, usually from 76.9 µM), without a hit: at the highest dose activity, negative = inhibition, hits mostly inhibitors. 330,000 compounds, 0.006% hits. recombinant Eya2, OMFP fluorescence dephosphorylation (OMFP is methylfluorescein phosphate). O00167; note: potency is the fitted concentration of half-maximal effect; % is set by controls: 0 for no effect and ±100 for the full control effect
Target sequence (O00167 whole entry, looked up): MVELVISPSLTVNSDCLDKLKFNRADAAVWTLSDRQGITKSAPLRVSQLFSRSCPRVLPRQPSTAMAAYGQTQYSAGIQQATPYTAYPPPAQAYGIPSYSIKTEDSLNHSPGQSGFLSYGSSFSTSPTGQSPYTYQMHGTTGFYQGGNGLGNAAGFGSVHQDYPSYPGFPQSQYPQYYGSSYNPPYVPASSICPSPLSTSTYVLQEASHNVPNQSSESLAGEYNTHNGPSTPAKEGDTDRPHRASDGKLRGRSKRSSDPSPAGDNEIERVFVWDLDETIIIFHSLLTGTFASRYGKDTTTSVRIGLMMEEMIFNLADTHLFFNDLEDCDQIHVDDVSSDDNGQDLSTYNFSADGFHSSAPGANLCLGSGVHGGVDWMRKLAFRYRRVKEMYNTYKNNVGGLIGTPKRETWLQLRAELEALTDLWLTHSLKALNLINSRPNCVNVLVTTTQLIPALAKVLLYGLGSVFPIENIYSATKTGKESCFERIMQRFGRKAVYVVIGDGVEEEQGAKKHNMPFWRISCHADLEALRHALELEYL
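Eya2 (0.2 uM) preincubated 10 min at ambient with compound, then OMFP substrate added at 50 uM; 10 min reaction in 50 mM HEPES pH 7.5, 50 mM NaCl, 5 uM MgCl2, 0.05% BSA, 1 mM DTT. Fluorescence read at Ex 485/Em 525 nm.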
Tb PFK inh – T. brucei PFK enzyme inhibition; Potency, µM (highest dose often 57.5 µM), without a hit: at the highest dose activity, negative = inhibition, most hits filed as inhibitors; 330,000 compounds, 0.17% hits; T. brucei PFK, ADP-Glo luminescence; O15648;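 note: potency is the fitted concentration of half-maximal effect; 0% = uninhibited 1x PFK enzyme wells and -100% = no-enzyme wells; nearly all actives have a fitted effect of over 60% in size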
Target sequence (O15648 whole entry, looked up): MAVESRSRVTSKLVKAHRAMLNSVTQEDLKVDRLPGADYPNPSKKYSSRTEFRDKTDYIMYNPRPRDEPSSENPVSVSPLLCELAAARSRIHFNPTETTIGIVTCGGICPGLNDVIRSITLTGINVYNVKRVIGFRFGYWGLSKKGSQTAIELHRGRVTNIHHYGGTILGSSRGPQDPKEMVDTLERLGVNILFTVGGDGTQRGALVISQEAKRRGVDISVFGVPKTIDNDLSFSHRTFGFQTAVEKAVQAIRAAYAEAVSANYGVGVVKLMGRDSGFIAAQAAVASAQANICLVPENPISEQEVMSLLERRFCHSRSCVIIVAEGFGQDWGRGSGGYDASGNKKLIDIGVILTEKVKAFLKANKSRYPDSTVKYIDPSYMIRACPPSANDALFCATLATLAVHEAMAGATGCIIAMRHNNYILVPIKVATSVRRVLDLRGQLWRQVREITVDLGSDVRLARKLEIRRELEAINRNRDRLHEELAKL
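Luminescent ADP detection (ADP-Glo, two-step: ATP depletion then ADP-to-ATP conversion for luciferase) reported PFK activity after 45 min room-temperature reaction of 1.25 nM enzyme with 0.5 mM F6P and 0.1 mM ATP at pH 8.0.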
TCR act – activates T cell receptor signaling. primary human leukocytes, anti-CD3, IL-2 HTRF, 48 h. 330,000 tested, under 10 active. AID 504894. Potency, µM (doses to about 9.22 µM), for the others: at the top dose activation of IL-2 secretion, hits mostly activators; note: % of control where 0% means no effect
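IL-2 release read by HTRF sandwich (Eu cryptate donor, d2 acceptor, 665 nm emission) after 48 hr exposure of primary human leukocytes to compound together with anti-CD3 beads in the absence of co-stimulatory signals.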
ASM inhibitor – human S-ASM enzyme inhibition; Potency, µM (series often up to 57.5 µM), inactives show top-dose activity change, negative = inhibition, actives largely listed as inhibitors; placental ASM, HMU-PC fluorogenic substrate, 60 min; AID 504937; 340,000 compounds, 0.006% hits; note: potency is the fitted concentration of half-maximal effect
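Fluorogenic HMU-PC substrate (9 uM final) is turned over by placental ASM in 60 min at 37 C after a 10 min compound preincubation. Reaction ended by alkaline stop (pH 10), with fluorescence read at 386/447 nm.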
TSHR antagonist – blocks TSH signaling through the human TSH receptor. P16473. TSHR-expressing cells, TSH-stimulated cAMP HTRF, 2 h; stronger effect = lower value. activity change, negative = inhibition, % at 11.5 µM. 330,000 compounds, 0.2% hits. AID 504810;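 active = activity change below a set negative limit, meaning inhibition stronger than a set level, cut at about -70% in these data; inconclusive = activity change between two set negative limits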; note: % is set by controls: 0 for no effect and ±100 for the full control effect
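Competitive HTRF cAMP read-out (cryptate anti-cAMP antibody, cAMP-d2; 30 min, room temperature) in freshly harvested TSHR cells. Compounds added before TSH at EC80 (4nM final), followed by 2 hours' incubation at 37 deg C.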
Active calls of the source: *; ? = inconclusive; . = not tested or not shown; [ ] = dose if it differs, or a comment. Unless noted, calls come from the whole dose curve; as a rule, active = well fitted curve in the direction sought with a large enough effect; inconclusive = small, poorly fitted or top-dose-only effect, or another doubt; inactive = no such curve, though single readings can be large; an effect the other way counts as inactive or inconclusive.

SMILES	a7 integrin act	TSG101-PTAP inh	BCR signal inh	ELG1 repair inh	A-T KAP1 phos	Mito fusion act	Eya2 inh	Tb PFK inh	TCR act	ASM inhibitor	TSHR antagonist
Cc1cc(-c2csc(NC(=O)c3cccc(S(=O)(=O)N(C)C)c3)n2)c(C)n1-c1ccccc1	5.4%	0.0%	1.4%	?	5.7%	-6.4%	5.7%	-0.6%	22.5%[46.1 µM]	3.3%	-6.3
Nc1cc(OC(=O)c2cccs2)nn1S(=O)(=O)c1ccccc1	-22.0%	-3.7%	?	15.1%	-5.4%	-5.1%	16.6%	-3.1%	-3.0%	-1.7%	2.1
CCOC(=O)c1ccc(NC(=O)C2CC(O)CN2S(=O)(=O)c2ccc(C)cc2)cc1 (configuration not stated)	0.0%	-10.4%	0.5%	?	-2.9%	.	6.2%	4.1%	1.0%	-5.7%	0.0
CCSc1nnc(NC(=O)CSc2nc(CC)nc3c2c(=O)n(C)c(=O)n3C)s1	0.4%	-0.6%	-1.2%	?	1.9%	5.5%	-24.3%	-8.5%	-3.3%	-0.8%	-12.0
COc1ccccc1Nc1nc(-c2c(C)[nH]c3ccccc23)cs1	-4.9%	-0.6%	-14.3%	?	10.3%	6.6%	-1.0%	3.4%	5.4%[46.1 µM]	30.6%[activator]	3.2
O=C(Cn1cnc2c(NCc3ccccc3)ncnc21)NCCN1CCOCC1	39.2%	0.8%	-7.3%	17.7%	10.0%	.	1.6%	-0.5%	1.4%[46.1 µM]	-1.8%	8.3
O=C(Cn1cccc1C(=O)c1ccccc1)NCCN1CCOCC1	7.0%	-9.0%	9.4%	0.1%	1.0%	-0.8%	-0.5%	1.6%	7.5%[46.1 µM]	0.4%	2.4
COc1ccc(CCC(=O)NCC23CC4CC(CC(C4)C2)C3)cc1	22.5%	-4.7%	-0.1%	-2.4%	13.6%	23.0%	3.3%	1.0%	3.0%	-1.2%	-10.7
Cc1ccc(S(=O)(=O)N2CCN(Cc3cccnc3)CC2)cc1	0.0%	-2.1%	1.3%	1.0%	19.4%	0.6%	-3.9%	0.6%	-1.9%	2.9%	2.1
CCOC(=O)Cc1nnc(-c2ccccc2)o1	-1.5%	-2.2%	7.4%	-0.8%	0.9%	-4.2%	-19.3%	-0.3%	-1.8%	2.5%	1.7
Cc1ccc(C2c3c(oc4cc(C)c(C)cc4c3=O)C(=O)N2CCCN2CCOCC2)cc1 (configuration not stated)	11.9%	2.3%	0.3%	?	3.0%	-2.1%	11.4%	-5.5%	-3.2%	-1.0%	1.7
Cc1csc(N(C(=O)c2cccc(S(=O)(=O)N(C)C)c2)c2ccccc2)n1	12.3%	1.6%	-8.1%	14.6µM*	17.3%	3.5%	-5.7%	-2.6%	0.1%	2.7%	6.6
COc1cccc(NC(=O)CN(C)S(=O)(=O)c2ccc(C)cc2)c1	3.4%	-8.3%	-0.1%	-5.6%	8.5%	-2.2%	0.1%	2.6%	-0.5%	3.6%	-2.0
COc1ccc(S(=O)(=O)N/N=C/c2ccc(OCCN3CCOCC3)c(OC)c2)cc1	6.1%	-0.7%	-0.1%	?	6.4%	-4.7%	3.5%	-0.2%	1.0%[46.1 µM]	.	7.6
O=C(CSc1nnc(-c2cccnc2)o1)Nc1cccc(Cl)c1	2.3%	0.3%	4.2%	?	7.3%	3.9%	17.9%	-7.9%	0.9%	-0.3%	0.0
Cc1ccc(S(=O)(=O)N2CCCCC2)cc1NC(=O)CN1C(=O)c2ccccc2S1(=O)=O	28.4%	-0.6%	0.8%	10.1%	-2.6%	.	-21.7%	4.7%	1.5%	-1.2%	.
CC(C)c1[nH]nc2c1C(C(C)C)C(C#N)=C(N)O2 (configuration not stated)	-31.7%	-4.0%	?	-5.7%	4.8%	-4.1%	-12.2%	-2.3%	3.3%	4.1%	-8.0
COCCCNC(=O)/C=C/c1c(Cl)cccc1Cl	-11.2%	-3.4%	-3.9%	27.3%	-0.6%	5.3%	6.3%	-0.4%	-0.4%[46.1 µM]	3.5%	-8.7
Cc1ccc(NC(=O)c2cc(-c3cc(C)c(C)cc3O)n[nH]2)cc1C	?	-1.1%	3.7%	4.4%	-1.3%	-2.3%	-11.4%	11.3%	-4.7%	-1.7%	-0.8
CC1CCCC(NS(=O)(=O)c2cccc3nsnc23)C1C (configuration not stated)	19.8%	-3.8%	10.3%	6.3%	7.5%	18.3%	-2.4%	4.7%	-2.4%	0.5%	-0.8
O=C(N/N=C/c1ccco1)c1ccc(NC(=O)c2ccccc2Cl)cc1	12.0%	-1.7%	1.9%	4.0%	1.4%	-4.6%	8.6%	1.2%	-1.4%	-0.6%	-0.2
CCOC(=O)C1CCN(c2c(NCCN3CCN(c4ccccc4)CC3)c(=O)c2=O)CC1	-7.2%	1.6%	5.2%	-0.6%	7.0%	-6.0%	-2.4%	-4.8%	-0.3%[46.1 µM]	-0.2%	-2.9
O=C(CNS(=O)(=O)c1ccc(Cl)cc1)NC1CCCCC1	3.9%	-3.3%	-12.3%	-4.0%	-5.9%	2.4%	6.3%	4.3%	-0.1%	2.4%	7.8
COC(=O)c1[nH]c2cccc(Cl)c2c1NC(=O)CN1CCCCC1C (configuration not stated)	-26.3%	-10.3%	?	?	2.0%	-4.1%	-0.8%	4.3%	-6.4%	4.8%	-12.9
COC(=O)c1cccc(S(=O)(=O)N2CCC(NC(=O)NC34CC5CC(CC(C5)C3)C4)CC2)c1	21.1%	-4.3%	7.3%	?	6.7%	-6.6%	0.0%	0.6%	2.0%	-2.6%	1.9
COC(=O)c1ccc(CSc2nc3c(cnn3-c3ccc(C)c(C)c3)c(=O)[nH]2)o1	-14.6%	-3.6%	0.1%	-19.0%	.	0.5%	-2.7%	-1.7%	9.4%[46.1 µM]	3.0%	2.8
c1ccc(-c2ncc3c(ccc4ccccc43)n2)cc1	-11.5%	0.5%	?	?	0.7%	0.9%	-2.1%	-1.6%	-6.0%[46.1 µM]	.	7.4
CCN(CC)C(c1ccc(C)cc1)c1nnnn1C1CCCCC1 (configuration not stated)	-21.0%	-3.0%	?	11.0%	-4.6%	7.3%	-10.5%	-4.0%	-6.0%	2.0%	-2.9
COc1ccc(CCNC(=O)Cn2nnc(-c3cccs3)n2)cc1OC	7.9%	-11.8%	-1.7%	0.1%	1.9%	-0.3%	-11.9%	6.4%	.	3.5%	5.3
c1csc(-c2ccc(N3CCOCC3)nn2)c1	-8.3%	-0.3%	?	?	-2.9%	-46.7%[inhibitor]	-11.6%	-16.8%	-3.7%	-1.6%	-1.1
CC(=O)c1ccc(N2CCN(CC(=O)NC(=O)NCc3ccccc3)CC2)cc1	33.9%	0.7%	0.4%	8.9%	4.6%	2.0%	6.6%	-10.4%	3.0%	4.3%	1.7
Cc1ccc(C)c(OCc2nnc(NC(=O)c3ccc4c(c3)OCO4)s2)c1	23.6%	-0.3%	0.1%	15.5%	1.4%	5.1%	9.5%	-2.6%	-0.5%	0.6%	3.3
Cc1ccc(Sc2nc(-c3ccccc3)nnc2C(F)(F)F)cc1	16.1%	-3.8%	1.4%	-5.1%	-3.9%	-1.4%	3.3%	-6.8%	-28.6%	-9.7%	-4.2
COc1ccccc1C(=O)NC(=O)COC(=O)CNC(=O)c1ccc(Cl)cc1Cl	8.7%	1.7%	-1.3%	4.7%	-6.7%	-8.0%	8.5%	2.6%	-2.0%	-0.4%	-14.7
Nc1n[nH]c2ccccc12	3.2%	-0.7%	-1.5%	2.7%	4.9%	-2.3%	-3.4%	-10.0%	-2.0%	5.3%	10.1
CC1(C)NC(=O)N(CCCCOc2ccc3ccccc3c2Cl)C1=O	0.0%	-6.0%	?	?	2.0%	3.3%	-6.2%	4.6%	2.2%	-6.4%	-5.4
Cc1sc(NC(=O)c2ccccc2F)c(CN2CCCCC2)c1C	-4.4%	-4.1%	4.1%	?	4.2%	0.2%	-3.0%	-6.1%	-6.5%[46.1 µM]	4.9%	2.2
